Source: PubChem (National Center for Advancing Translational Sciences (NCATS))
4MU fluor: qHTS Assay for Spectroscopic Profiling in 4-MU Spectral Region; compound autofluorescence, 340/450 nm, 4-MU equivalents; active compounds read high; max dye-equivalent concentration, M; 59,000 compounds, 11% hits; AID 589, 2007; in the data active = max dye-equivalent concentration above about 10 nM; inconclusive = mostly about 1.1 nM to 9.6 nM
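Compounds in 100 mM Tris, pH 8.0, incubated 15 min at room temperature, then fluorescence read at 340 nm excitation/450 nm emission. Signal converted to 4-MU dye-equivalent concentration using an on-plate six-point 4-MU standard curve.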
A350 autofl: qHTS Assay for Spectroscopic Profiling in A350 Spectral Region; max dye-equivalent concentration, M; Compound autofluorescence, 340/450 nm, Alexa 350 dye-equivalents; active compounds read high; AID 590, 2007; 59,000 compounds, 11% hits; in the data active = max dye-equivalent concentration above about 10 nM; inconclusive = mostly about 1.1 nM to 9.6 nM
UbGFP stabilizer: Ubiquitin-GFP Assay | Potency, µM (doses to about 45.9 µM), without a hit: top-dose activation (GFP accumulation), actives largely listed as activators | 67,000 tested, under 10 active | Ubiquitin-GFP reporter cells, proteasome inhibition, GFP fluorescence; response scale: untreated = 0%, 10 µM MG-132 = 100% | AID 526, 2006; active = well fitted activation curve with a large enough effect, not every such curve was filed as active; inconclusive = small, poorly fitted or top-dose-only effect, or another doubt; inactive = no such curve, though single readings can be large or run the other way; note: potency is the fitted concentration of half-maximal effect
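U2OS cells stably expressing ubiquitin(G76V)-GFP, seeded overnight in 0.5% FBS medium, were exposed to compounds (qHTS, 46 uM to 2.9 nM) for 4 hr at 37 °C. GFP-positive cells were counted by laser cytometry (488 ex/515 em), normalized between basal and 10 uM MG-132.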
Epigenetic mod: qHTS Assay for Epigenetic Modulators. 68,000 compounds, 0.09% hits. Potency, µM (titrated, usually from 46.1 µM), inactives show at the highest dose GFP derepression (activation). mouse C127i GFP locus derepression, cytometry, 30 h. AID 597, 2007; note: % of control where 0% means no effect
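Locus derepression in mouse mammary C127i cells whose integrated CMV-GFP reporter is normally silent; GFP expression after 30 h compound treatment was quantified by counting fluorescent cells.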
Hsp90 Hop PPI: qHTS Assay for Disrupters of an Hsp90 Co-Chaperone Interaction. Hsp90 C-terminal peptide / TPR2A (Hop) interaction, human. AlphaScreen TPR2A-His6 binding biotin-Hsp90 C-terminal peptide. Potency, µM (doses to about 57 µM), for inactives: at the top dose activity change, negative = inhibition. 71,000 compounds, 0.44% hits. AID 595, 2007; active = well fitted curve in either direction with a large enough effect; inconclusive = small, poorly fitted or top-dose-only effect, or another doubt; note: potency is the fitted concentration of half-maximal effect; % is set by controls: 0 for no effect and ±100 for the full control effect; many of its hits are not listed in these tables
BRCT inh green: qHTS Assay for Inhibitors of BRCT-Phosphoprotein Interaction (Green Fluorophore); Breast cancer type 1 susceptibility protein (Homo sapiens), P38398; BRCA1 BRCT-phosphopeptide binding, green fluorescence polarization; Potency, µM (highest dose often 76.9 µM), for the others: top-dose activity change, negative = inhibition, usual class: inhibitors; 75,000 compounds, 0.05% hits; AID 875, 2007;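 note: potency is the fitted concentration of half-maximal effect; plate controls were peptide without protein for full effect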
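Compounds were incubated for 12 min at room temperature with a complex of 100 nM fluorescein-tagged pBACH1 decapeptide and 250 nM His-tagged BRCT protein. Buffer was phosphate pH 7.3 with EDTA, DTT and Tween 20. Disruption of binding lowers the polarization signal.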
HBB splicing: qHTS Assay for Modulators of Hemoglobin Beta Chain Splicing | HBB splicing reporter cell assay, activation; EGFP reporter with mutant IVS2-654 intron; response scale: normalised to 500 nM splice-correcting PNA | Potency, µM (series often up to 46.1 µM), for the others: top-dose activation, hits mostly activators | 65,000 compounds, 0.06% hits; note: potency is the fitted concentration of half-maximal effect; 0% is about no effect
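Compounds were applied for 2 days to HeLa EGFP-654 cells, 500/well in Optimem with 2% FCS. The reporter's EGFP is disrupted by mis-splicing of beta-globin intron IVS2-654. Readout: summed well GFP fluorescence from 488 nm laser scanning; reference was 500 nM antisense […] 654 PNA.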
BRCT inh red: qHTS Assay for Inhibitors of BRCT-Phosphoprotein Interaction (Red Fluorophore); Breast cancer type 1 susceptibility protein (Homo sapiens), P38398; BRCT-phosphopeptide binding, red fluorescence polarization; Potency, µM (series often up to 76.9 µM), for inactives: at the top dose activity change, negative = inhibition, usual class: inhibitors; 75,000 compounds, 0.03% hits; AID 892, 2007; note: % is set by controls: 0 for no effect and ±100 for the full control effect
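Rhodamine-labelled pBACH1 10-mer (100 nM) bound to BRCT domain (100 nM) at pH 7.3; compounds incubated 12 min room temperature, polarization read. Free peptide defines full inhibition; unlabelled decapeptide titrated as control.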
Pol III holo inh: qHTS Assay for Inhibitors of DNA Polymerase III Holoenzyme System | reconstituted DNA polymerase III holoenzyme replication, biochemical | Potency, µM (highest dose often 57.1 µM), without a hit: top-dose activity change, negative = inhibition | 71,000 compounds, 0.25% hits | AID 603, 2007; note: potency is the fitted concentration of half-maximal effect; % is set by controls: 0 for no effect and ±100 for the full control effect
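Reconstituted *E. coli* holoenzyme (0.35 nM Pol III, 1 nM beta, 154 nM SSB, 2 nM primase) was preincubated with compound for 15 min at RT. Synthesis on 1.4 nM ssM13Gori ran 35 min, then was stopped with PicoGreen/EDTA and read as dsDNA fluorescence.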
15-hLO inh: qHTS Assay for Inhibitors of 15-hLO (15-human lipoxygenase). Polyunsaturated fatty acid lipoxygenase ALOX15 (Homo sapiens), P16050. purified 15hLO-1, xylenol orange hydroperoxide absorbance. AID 887, 2007. Potency, µM (titrated, usually from 57.1 µM), inactives show top-dose activity change, negative = inhibition, hits mostly inhibitors. 74,000 compounds, 1.4% hits; note: potency is the fitted concentration of half-maximal effect; % is set by controls: 0 for no effect and ±100 for the full control effect; nearly all actives have a fitted effect of over 55% in size
Target sequence (P16050 whole entry, looked up): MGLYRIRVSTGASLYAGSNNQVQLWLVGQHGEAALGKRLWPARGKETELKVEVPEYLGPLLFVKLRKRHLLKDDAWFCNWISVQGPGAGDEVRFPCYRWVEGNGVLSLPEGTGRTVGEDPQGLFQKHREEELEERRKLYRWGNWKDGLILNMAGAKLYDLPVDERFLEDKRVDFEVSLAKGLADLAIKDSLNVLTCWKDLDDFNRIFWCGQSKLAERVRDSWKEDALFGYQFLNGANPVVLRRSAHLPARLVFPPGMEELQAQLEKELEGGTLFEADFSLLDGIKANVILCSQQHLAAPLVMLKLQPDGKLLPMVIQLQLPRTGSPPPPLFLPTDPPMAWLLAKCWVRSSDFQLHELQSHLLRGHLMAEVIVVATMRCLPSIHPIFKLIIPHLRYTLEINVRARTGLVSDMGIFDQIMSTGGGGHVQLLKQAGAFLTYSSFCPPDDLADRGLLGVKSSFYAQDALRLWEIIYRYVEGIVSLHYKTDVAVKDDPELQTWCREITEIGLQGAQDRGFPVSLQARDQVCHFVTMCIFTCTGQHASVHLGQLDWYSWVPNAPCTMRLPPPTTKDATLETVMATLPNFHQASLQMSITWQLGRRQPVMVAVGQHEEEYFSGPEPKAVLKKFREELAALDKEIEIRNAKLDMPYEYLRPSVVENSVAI
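Quantitative HTS in 25 mM Hepes pH 7.5 containing 0.01% Triton X-100: human 15hLO-1 at 40 nM, arachidonic acid at 50 uM, 6 min turnover. Product quantified via ferrous oxidation/xylenol orange, 573:405 nm absorbance ratio.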
CRE-bla Fsk: Cell signaling CRE-BLA (Fsk stim) | 71,000 compounds, 2.5% hits | AID 662, 2007 | Potency, µM (top dose mostly 38.2 µM), without a hit: at the highest dose activity change, negative = inhibition, hits mostly activators | CHO CRE-bla reporter (cAMP response element driving beta-lactamase), forskolin EC10, beta-lactamase ratio; active = well fitted activation curve with a large enough effect in the signal ratio, with a control signal flat, not every such curve was filed as active; inconclusive = small, poorly fitted or top-dose-only effect, or effect the other way, or a change in a side signal; the % refers to the signal ratio; note: potency is the fitted concentration of half-maximal effect; % of control where 0% means no effect
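Beta-lactamase reporter under a cAMP responsive element in CHO cells; compounds tested in titration series against EC10 NKH 477, 3 h at 37 °C. Read-out: CCF4 FRET ratio 460nm/530nm (excitation 405nm) giving %Activity, fitted to AC50.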
* hit, by the source's call; i = inactive; ? = inconclusive; . = not tested or not shown; [ ] = dose if it differs, or a comment. Unless noted, calls come from the whole dose curve; as a rule, active = well fitted curve in the direction sought with a large enough effect; inconclusive = small, poorly fitted or top-dose-only effect, or another doubt; inactive = no such curve, though single readings can be large; an effect the other way counts as inactive or inconclusive.

SMILES	4MU fluor	A350 autofl	UbGFP stabilizer	Epigenetic mod	Hsp90 Hop PPI	BRCT inh green	HBB splicing	BRCT inh red	Pol III holo inh	15-hLO inh	CRE-bla Fsk
COCCOC(=O)C(C#N)c1nc2ccccc2nc1N1CCN(Cc2ccccc2)CC1 (configuration not stated)	1.96e-08M*	2.43e-08M*	-2.8%	2.2%	-7.5%	0.2%	2.9%[0.369 µM]	-0.3%	-3.9%	-7.9%	26.7%
C=CCn1c(SCC(=O)NCCOC)nc2scc(-c3ccco3)c2c1=O	i	?	6.7%	?	-4.1%	-3.1%	1.3%[57.5 µM]	-5.6%	-7.1%	?	5.9%
O=S(=O)(NCCc1ccc2c(c1)OCCO2)c1cccs1	i	i	4.7%	1.9%	1.3%	6.5%	-0.1%[57.5 µM]	-0.7%	-2.6%	1.0%	-2.3%
O=[N+]([O-])c1ccccc1CCO	.	.	.	.	-5.8%	-3.6%	-0.7%	0.8%	0.7%	2.2%	1.0%
Cc1ccc(S(=O)(=O)N=Nc2c(O)[nH]c3cc(O)c(C(=O)O)cc23)cc1	i	i	0.0%[9.17 µM]	3.4%[9.22 µM]	-0.8%[11 µM]	-1.7%[15.4 µM]	2.8%[9.22 µM]	-0.7%[15.4 µM]	-4.8%[11.4 µM]	-1.5%[11.4 µM]	8.3%[7.6 µM]
O=C(CN1C(=O)C2C3C=CC(C3)C2C1=O)NCCN1CCCc2ccccc21 (configuration not stated)	i	i	3.6%	0.0%	-0.9%	-2.0%	-0.4%	0.3%	2.7%	-16.3%	-9.4%
CC(C)(C)NC(=O)C1CCN(C(=O)c2ccc(Br)cc2)CC1	i	i	-2.6%	3.7%	-3.4%	0.4%	-0.3%	-0.2%	-5.8%	-0.7%	-4.8%
CCOC(=O)c1[nH]c(C)c(C(=O)NC2CCCCCC2)c1C	i	i	3.7%	2.9%	-1.7%	-1.4%	5.2%	0.5%	-2.5%	1.5%	17.8%
CC1=CCC2C(=O)N(c3ccc(Br)cc3C)C(=O)C2C1 (configuration not stated)	i	i	-5.4%	2.9%	1.5%	-0.8%	-1.4%	-0.3%	-4.8%	-27.8%	-15.2%
CCCS(=O)(=O)N1CCCC(C(=O)NC2CCCC(C)C2C)C1 (configuration not stated)	i	i	-0.9%	0.0%	-2.6%	-1.4%	-0.8%	0.9%	-2.0%	7.0%	7.4%
c1ccc(-c2nc3nonc3c3nc4ccccc4n23)cc1	9.15e-08M*	7.31e-08M*	-7.2%	2.2%	-2.2%	0.6%	.	-0.5%	-6.6%	-1.8%	19.5%
Cc1ccc2c(c1)N(CC(=O)OC(CC(C)C)C(=O)NC1CCCC1)C(=O)CO2 (configuration not stated)	i	i	1.8%	0.0%	0.7%	-0.3%	.	-0.4%	-5.0%	-4.2%	-2.5%
CC1(C)CC(=O)C2=C(C1)NC(=O)CC2c1cc(F)ccc1F (configuration not stated)	i	i	-18.7%	0.0%	0.2%	-4.1%	2.5%	-0.6%	-5.8%	11.2%	-13.1%
Cc1cccc(CN2CCN(CC(=O)NCc3ccc(F)cc3)C2=O)c1	.	.	0.0%	-3.4%	2.8%	-1.5%	-0.6%	-0.2%	1.8%	2.8%	-25.7%
C=CCc1cccc2cc(C(=O)OCC)c(=O)oc12	.	.	4.3%	0.1%	-0.8%	-2.3%	2.1%	2.0%	-1.7%	-3.8%	18.5%
CCOC(=O)Cn1c(=O)oc2cc(S(=O)(=O)Nc3ccc(N(CC)CC)cc3C)ccc21	.	.	5.7%	.	-11.8%	1.7%	-1.3%	-1.1%	-3.6%	-23.0%	?
COC(=O)[C@@]1(Cc2ccc(F)cc2)[C@H]2c3cc(C(=O)N4CCCC4)n(CCCNc4ncc(C(F)(F)F)cc4Cl)c3C[C@H]2CN1C(=O)c1ccccc1	.	.	.	.	-10.8%	2.1%	0.1%	-1.4%	-11.3%	.	-8.6%
Cc1ccc(C(=O)N2CCCC(c3nc4c(nnn4Cc4ccccc4)c(=O)[nH]3)C2)cc1 (configuration not stated)	i	i	-2.9%	3.2%	-7.1%	14.9%	-0.3%[57.5 µM]	-3.1%	-1.1%	6.6%	?
N=c1n(CCN2CCOCC2)c2ccccc2n1CC(O)COc1ccccc1 (configuration not stated)	i	i	-1.7%	-1.3%	-5.0%	-0.8%	.	-1.9%	1.3%	6.9%	-0.7%
O=c1c(O)c(-c2cccc(O)c2)oc2ccccc12	i	i	7.8%	-0.2%[9.22 µM]	-4.9%	-0.3%	.	-0.1%	-5.9%	-28.6%[25.6 µM]	?

Overlap with the part before: 2 compounds; new compounds follow.
SMILES	4MU fluor	A350 autofl	UbGFP stabilizer	Epigenetic mod	Hsp90 Hop PPI	BRCT inh green	HBB splicing	BRCT inh red	Pol III holo inh	15-hLO inh	CRE-bla Fsk
N=c1n(CCN2CCOCC2)c2ccccc2n1CC(O)COc1ccccc1 (configuration not stated)	i	i	-1.7%	-1.3%	-5.0%	-0.8%	.	-1.9%	1.3%	6.9%	-0.7%
O=c1c(O)c(-c2cccc(O)c2)oc2ccccc12	i	i	7.8%	-0.2%[9.22 µM]	-4.9%	-0.3%	.	-0.1%	-5.9%	-28.6%[25.6 µM]	?
Cc1cc(C)nc(NS(=O)(=O)c2ccc(Br)cc2)n1	i	i	-1.3%	-1.7%	-4.4%	-0.8%	-1.3%	0.6%	-6.2%	1.7%	-6.3%
Cc1ccc(-c2csc(NC(=O)CSc3ncn(-c4ccccc4)n3)n2)cc1	i	i	-4.7%	6.4%	-1.8%	-0.7%	-1.2%	2.0%	-0.8%	-6.4%	-2.0%
COC(=O)c1cc(CSc2nnc(NC3CCCCC3)s2)oc1C	i	i	-8.7%	0.0%	-3.6%	-1.0%	-3.2%	1.3%	-8.4%	-11.0%	?
O=S(O)O.O=S(O)O.[Co].[NH2-].[NH2-].[NH2-].[NH2-]	i	i	-9.0%[9.17 µM]	4.8%[9.22 µM]	-2.7%[11 µM]	-1.7%[15.4 µM]	2.1%[9.22 µM]	0.0%[15.4 µM]	-6.6%[11.4 µM]	5.4%[11.4 µM]	-4.4%[7.6 µM]
c1ccn2c(Cc3nnc4ccccn34)nnc2c1	i	i	-1.7%	1.5%	-4.0%	-1.6%	-0.9%	0.2%	0.3%	-9.4%	-6.5%
O=C(CN1CCN(c2ccccn2)CC1)N1c2ccccc2CCc2ccccc21	i	i	-2.6%	1.6%	-2.8%	-0.9%	0.7%[57.5 µM]	-1.4%	6.0%	-2.7%	-15.4%
CCCn1c(=O)c2ccccc2n2c(SCC(=O)NCc3cccs3)nnc12	i	i	-3.6%	7.5%	-3.7%	0.5%	-0.1%[57.5 µM]	-0.2%	-7.2%	-6.7%	8.5%
CCOc1ccc(C(=O)Nc2nnn(CC)n2)cc1	i	i	1.6%	9.1%	-0.4%	0.3%	.	-0.4%	-5.2%	6.9%	5.7%
CCOc1ccccc1Nc1nc(N)nc(CSc2nncn2C)n1	i	i	-1.2%	0.0%	-0.4%	-3.0%	0.2%	0.7%	-4.3%	1.8%	1.0%
Cc1cnc(NC(=O)CSc2nnc(-c3ccncc3)n2C2CCCCC2)s1	i	i	-2.6%	-1.0%	-3.5%	1.6%	.	-0.9%	-2.7%	8.3%	3.7%
CN(Cc1ccccc1)Cc1nc2c(c(=O)n(C)c(=O)n2C)n1Cc1ccc(Cl)cc1	i	i	0.0%	4.3%	1.4%	-3.0%	0.5%[57.5 µM]	0.6%	4.0%	-4.0%	?
CCC(C)(C)NC(=O)C(c1cccc(OC)c1)N(C(=O)c1ccn[nH]1)c1cccc(OC)c1 (configuration not stated)	i	i	4.8%	0.0%	-1.8%	-0.6%	0.0%[57.5 µM]	0.3%	-5.1%	29.0%	-7.1%
CN(C)S(=O)(=O)c1ccc(C(=O)Nc2nc(-c3cccs3)cs2)cc1	.	.	5.1%	.	-4.4%	-3.1%	-0.2%	0.3%	-5.9%	-5.6%	?
